Screening data: PubChem, several laboratories
Scp-1 inhibitor: Scp-1 phosphatase inhibitors, primary screen, biochemical, colorimetric, uHTS | hit rate 0.88% among 340,000 | inhibition, % at 20 µM | Carboxy-terminal domain RNA polymerase II polypeptide A small phosphatase 1 (Homo … | Recombinant Scp1, phosphopeptide, malachite green phosphate absorbance;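 active means inhibition above about 50% at 20 µM, limit read from the data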;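 further: plate controls were DMSO wells with enzyme for no effect and wells lacking enzyme for full effect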
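Times: enzyme reaction 45 min at room temperature, colour 5 min, stabilisation 30 min. Material: SCP-1 catalytic fragment, aa 76-261. Medium: Acidic Tris acetate buffer with magnesium and detergent. Signal: colorimetric free-phosphate detection, absorbance 630 nm. Read-out basis: % inhibition of SCP-1 phosphate liberation. Reagent: Phosphorylated 17-residue peptide substrate.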
Tb MetRS inh: T. brucei MetRS inhibitors, primary screen, biochemical, luminescence. hit rate 0.4% among 360,000. purified T. brucei MetRS, ATP depletion, Kinase-Glo luminescence. AID 624268, 2012. inhibition, % at 11.9 µM;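 active means inhibition above a per-plate cutoff of the control wells' mean inhibition plus 3 SD, cut at about 5.5% in these data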;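 further: 0% = DMSO wells median and 100% = median of wells with control inhibitor compound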
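Material – parasite MetRS enzyme · Medium – HEPES-MgCl2-KCl buffer plus DTT, spermine, BSA, pyrophosphatase · Reagent – ATP, methionine and E. coli bulk tRNA substrates · Times – 15 min enzyme-compound preincubation, 2 h reaction, 10 min detection, 25 °C · Measured by – luminescence of leftover ATP · Evaluation – percent inhibition relative to median high and low control wells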
LMPTP inh: LMPTP phosphatase inhibitors, primary screen, biochemical, fluorescence intensity, uHTS | recombinant LMPTP-A, OMFP fluorogenic substrate | inhibition, % at 20 µM | hit rate 0.22% among 360,000 | AID 651560, 2012;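 active means compounds that cut the enzyme signal by at least half of the control window in the single-dose screen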;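 further: plate controls were DMSO wells with enzyme plus substrate for no effect and substrate without enzyme for full effect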
Target sequence (P24666 whole entry, looked up): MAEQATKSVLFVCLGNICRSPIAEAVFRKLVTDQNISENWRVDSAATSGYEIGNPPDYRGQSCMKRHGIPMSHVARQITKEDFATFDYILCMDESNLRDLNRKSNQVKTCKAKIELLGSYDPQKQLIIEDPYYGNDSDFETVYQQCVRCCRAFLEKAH
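Material: LMPTP-A; amount: 0.625 nM enzyme; doses: single 20 µM dose; times: reaction 50 min, room temperature, dark; technique: fluorescence intensity of OMFP turnover product; benchmarks: no-enzyme and uninhibited controls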
bovine MsrA act: bovine MsrA enzyme activators, primary screen, biochemical, absorbance, HTS. Methionine sulfoxide reductase A (Bos taurus). purified bovine MsrA, absorbance read-out. activation, % at 10.6 µM. hit rate 0.3% among 360,000; in the data active means activation above about 7.5%;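 further: 0% = vehicle and 100% = reference activator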
MsrA inh: bovine MsrA enzyme inhibitors, primary screen, biochemical, absorbance, HTS. Methionine sulfoxide reductase A (Bos taurus). purified bovine MsrA, absorbance read-out. inhibition, % at 15.5 µM. hit rate 0.75% among 360,000. AID 651718, 2012; in the data active means inhibition above about 4.5%;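 further: 0% = vehicle wells with enzyme and 100% = reference inhibitor wells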
E coli Lon inh: inhibitors of E. coli Lon protease, primary screen, biochemical, fluorescence polarization | inhibition, % at 7.94 µM | P0A9M0 | hit rate 0.42% among 360,000 | purified E. coli Lon protease | AID 602123, 2011; in the data active means inhibition above about 13%, passing the limit was not always enough;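 further: 0% = enzyme with probe and DMSO and 100% = no enzyme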
Target sequence (P0A9M0 whole entry, looked up): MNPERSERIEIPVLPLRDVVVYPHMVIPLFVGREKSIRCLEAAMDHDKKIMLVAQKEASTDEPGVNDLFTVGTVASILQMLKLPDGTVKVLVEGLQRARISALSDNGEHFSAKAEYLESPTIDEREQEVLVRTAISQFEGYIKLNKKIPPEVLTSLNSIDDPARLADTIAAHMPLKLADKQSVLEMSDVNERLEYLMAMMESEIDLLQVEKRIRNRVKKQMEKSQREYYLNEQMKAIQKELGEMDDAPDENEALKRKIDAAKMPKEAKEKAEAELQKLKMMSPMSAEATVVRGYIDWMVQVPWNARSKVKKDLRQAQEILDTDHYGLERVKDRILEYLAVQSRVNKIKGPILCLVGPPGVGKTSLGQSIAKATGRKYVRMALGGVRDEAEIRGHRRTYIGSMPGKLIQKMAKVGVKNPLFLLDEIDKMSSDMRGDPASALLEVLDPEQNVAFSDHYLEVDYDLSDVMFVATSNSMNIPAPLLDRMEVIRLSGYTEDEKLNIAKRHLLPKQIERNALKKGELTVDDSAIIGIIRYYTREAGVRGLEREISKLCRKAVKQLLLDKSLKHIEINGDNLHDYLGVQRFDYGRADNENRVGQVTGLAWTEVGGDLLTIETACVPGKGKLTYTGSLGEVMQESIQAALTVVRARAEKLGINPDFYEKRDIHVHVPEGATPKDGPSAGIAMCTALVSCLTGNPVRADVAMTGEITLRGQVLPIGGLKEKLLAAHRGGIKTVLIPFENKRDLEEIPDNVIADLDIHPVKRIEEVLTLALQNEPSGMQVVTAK
NRP1-CendR mod: modulators of CendR peptide binding to NRP-1, primary screen, biochemical, fluorescence polarization, uHTS; inhibition, % at 25 µM; AID 602438, 2012; Neuropilin-1 (Homo sapiens), O14786; hit rate 0.85% among 360,000; FAM-RPARPAR peptide binding to NRP-1;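 active means inhibition or corrected inhibition above about 18%, plus a signal ratio from 0.5 to 1.5, limit read from the data, passing the limit was not always enough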; further: strong numbers were not always called active
SUMO1-SIM PPI: modulators of SUMO1 protein-protein interactions, primary screen, biochemical, uHTS. hit rate 0.33% among 360,000. AID 602429, 2012. inhibition, % at 20 µM. SUMO1 binding to a labelled peptide, TR-FRET, 1 h; in the data active means inhibition above about 37%
DNMT1 inh: human DNMT1 methyltransferase inhibitors, primary screen, biochemical, molecular beacon, fluorescence, HinP1I cleavage, uHTS. inhibition (reported as % activation of signal), % at 10 µM. hit rate 0.83% among 360,000; in the data active means inhibition above about 50%
STEP inh: STEP phosphatase inhibitors, primary screen, biochemical, fluorescence intensity, uHTS; Tyrosine-protein phosphatase non-receptor type 5 (Homo sapiens), P54829; AID 588621, 2011; inhibition, % at 20 µM; hit rate 0.25% among 360,000; recombinant STEP, OMFP fluorogenic substrate;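 active means inhibition at 20 µM, scaled per plate between control wells, above about 37%, limit read from the data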;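 further: 0% = DMSO with enzyme and substrate and 100% = substrate only without enzyme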
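Material: STEP (striatal-enriched tyrosine phosphatase) enzyme, cell-free | Medium: 50 mM Bis-Tris pH 6.0 with 2.5 mM DTT and 0.005% Tween 20 | Read-out: Percent inhibition scaled to no-enzyme and uninhibited-enzyme controls, plate-pattern corrected | Signal: Fluorescence read at 480 nm ex / 540 nm em | Times: 20 min reaction, room temperature, in the dark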
Starred values were filed as active, the others as inactive; / = no result given.

Compound	Scp-1 inhibitor	Tb MetRS inh	LMPTP inh	bovine MsrA act	MsrA inh	E coli Lon inh	NRP1-CendR mod	SUMO1-SIM PPI	DNMT1 inh	STEP inh
OCC1OC(n2cnc3ncccc32)C(O)C1O (stereo not drawn)	/	0.3	-1.0	-2	-0.1	-3	4	1	3	1
COc1ccc(C2=C(C)CC(C)(C)NC2=O)cc1OC	0	0.2	-0.4	-1	-0.1	-11	10	-2	0	-6
O=C(Nc1ccccc1)N1CCc2ccccc21	-4	-1.1	-0.2	-11	0.6	-2	-8	-2	3	-3
Cc1ccccc1N(CC(=O)NCCSC1CCCCC1)S(=O)(=O)c1ccccc1	48	-0.5	2.1	-2	0.2	10	-4	-2	1	1
CSCCC1NC(=O)N(CC(=O)Nc2c(Cl)cc(Cl)cc2Cl)C1=O (stereo not drawn)	3	-0.7	-1.9	-12	-0.4	-2	1	-1	4	-1
COc1ccc(NC(=O)COC(=O)CCCc2c[nH]c3ccccc23)cc1	-11	0.2	0.1	4	-1.0	-2	-4	3	-9	2
CCC(C)N1C(=O)CCC1C(=O)NCCc1ccc(Cl)cc1 (stereo not drawn)	-12	0.3	-1.6	-2	0.3	-4	4	0	-1	2
COc1ccccc1N1CCN(CC(C)N(C(=O)C2CCCCC2)c2ccccn2)CC1 (stereo not drawn)	4	-1.4	-1.2	-9	-0.5	-5	13	0	0	-3
CCOC(=O)CCCCCC(=O)Nc1ccc2c(c1)C(=O)N([C@H](C)CO)C[C@H](C)[C@@H](CN(C)S(C)(=O)=O)OCCCC[C@@H](C)O2	/	-0.8	-2.0	-3	-0.1	-2	-7	0	3	1
CCS(=O)(=O)c1ccc2oc(SCC(=O)NCCc3ccc(F)cc3)nc2c1	-2	-1.5	-0.9	-10	-0.5	15	15	1	4	-4
Cc1nc2c(OCc3ccc(OC(F)F)cc3)cccn2c1N(C)C(=O)CCC1CCCC1	/	-0.3	5.4	0	-0.5	3	-4	-2	-6	0
O=C(N/N=C/c1ccc([N+](=O)[O-])o1)c1ccc2c(c1)OCO2	1	0.0	0.8	-2	2.1	-25	-7	-19	3	2
Cc1ccc(-c2ccc(NC(=O)C3C4C=CC(C4)C3C(=O)O)cc2)o1 (stereo not drawn)	3	-1.8	-0.6	-17	-0.5	-7	-17	-7	-9	0
C=CCOC(=O)CN1C(=O)c2ccccc2C1=O	-7	-0.5	-1.5	0	0.6	-8	-3	-3	2	-2
O=C(NC1CCS(=O)(=O)C1)c1c(NC(=O)C2COc3ccccc3O2)sc2c1CCCC2 (stereo not drawn)	-9	-1.2	0.0	-15	-0.1	2	-4	0	0	-3
CCNC(=O)c1cc2c(c(-c3cccc(-c4ccccc4F)c3)n1)[C@@H](CCO)N(C(=O)CC1CC1)C2	/	-0.2	-0.4	-2	0.1	-5	-3	1	/	/
O=C(Cn1c(NCCO)nc2ccccc21)c1ccc(Cl)cc1Cl	-6	8.6*	13	0	-0.2	9	-16	3	-1	-2
N#CC1=C(SCC(=O)c2cc3ccccc3oc2=O)NC(=O)C(C#N)C12CCCC2 (stereo not drawn)	-7	-0.2	0.4	-3	0.4	-225	-45	6	-5	-8
Cc1nnc(SCC(=O)c2cc(C)n(-c3c(C)n(C)n(-c4ccccc4)c3=O)c2C)s1	-8	-1.2	-1.6	-10	-0.3	-1	-6	-2	3	-2
COc1ccc(OC(C)c2nnc(N)s2)cc1 (stereo not drawn)	-8	0.9	0.0	-5	0.2	-2	-2	-3	0	-5
CCC1CCCCN1CC(=O)c1c(C)[nH]c2cc(C)ccc12 (stereo not drawn)	-7	0.4	-0.7	1	1.1	-4	-4	-2	6	-3
Cc1ccccc1OCc1n[nH]c(=S)n1-c1ccccc1	1	-1.4	2.6	-8	-1.5	-12	-8	-3	9	1
COc1ccc(Cc2nn3c(Cn4nnc5ccccc54)nnc3s2)cc1	1	0.2	0.7	1	-0.8	-1	-10	6	1	3
Cn1c(N)nc2nc[nH]c2c1=S	-10	-0.3	-4.1	-3	3.5	-4	10	2	1	0
COCCn1c(C)cc(C(=O)COC(=O)c2ccc(NC(=O)CC#N)cc2)c1C	-10	-1.4	1.0	3	0.7	-19	-43	8	-17	-1
Cc1cc(NC(=O)OC(C)C)ccc1-c1ccc(NC(=O)OC(C)C)cc1C	-7	-1.4	-2.8	-7	0.5	-1	-9	-4	3	-2
Cc1cccc2cc(CN(Cc3ccc(F)cc3)C(=O)C(F)(F)F)c3nnnn3c12	-6	-1.1	-0.1	2	2.1	-3	7	5	1	6
Fc1ccc(C(c2nnnn2C2CCCC2)N(Cc2ccco2)CC2CCCO2)cc1 (stereo not drawn)	-5	-0.6	1.1	-4	1.7	-2	1	-3	-2	1
COc1cccc(CN(C(=O)c2cc3ccccc3oc2=O)C2CC2)c1	-2	1.0	-0.3	-3	0.2	0	0	-1	2	-4
Cc1ccc(N2CC(C(=O)N3CCC(C(=O)Nc4ccc(Br)cc4)CC3)CC2=O)cc1 (stereo not drawn)	-5	-0.2	0.9	-4	-0.6	-2	10	8	2	1
COc1cccc(NC(=O)CCS(=O)(=O)c2cccs2)c1	-1	-0.9	-0.8	-3	1.3	-10	-8	5	-2	-2
Cc1ccc(C)c(S(=O)(=O)Nc2ccccc2C(=O)Nc2ccc(S(=O)(=O)Nc3ncccn3)cc2)c1	-11	0.0	0.1	-3	0.4	7	-31	22	1	-8
CCC(NC(=O)/C(=C\c1ccc2c(c1)OCO2)NC(C)=O)C(=O)O (stereo not drawn)	-7	-0.2	-0.3	-4	1.6	5	3	1	16	1
CCN(CC)C(=O)CC(c1ccc(N(C)C)cc1)c1c(O)cc(OC)cc1OC (stereo not drawn)	-2	-0.2	-0.8	-7	-0.3	3	5	3	-1	1
Cc1cccc(C(=O)N2CCN(CCNC(=O)C(=O)Nc3ccc(F)cc3)CC2)c1	4	-0.8	-0.8	-6	-0.4	2	2	-2	-3	-2
COc1cc(C)ccc1S(=O)(=O)N1CCN(C23CC4CC(CC(C4)C2)C3)CC1	-11	0.4	-0.6	-3	-0.3	3	-4	1	-2	-1
NC(=O)COc1ccc(-n2cnnn2)cc1	68*	-0.3	11	-4	-1.1	1	14	2	26	6
COc1ccc(CNCc2c(C(=O)N(C)C)nc3ccc(Cl)cn23)c(OC)c1	-6	-0.1	-1.1	-3	-0.9	10	8	7	1	2
CCCN(CCC)C(=O)Cn1c(=O)n(CCCCC(=O)NC2CCCC2)c(=O)c2ccccc21	-5	-1.1	-1.2	-5	1.2	-5	11	-3	2	-4
CCOc1ccc(Nc2ncnc(N)n2)cc1	-4	-0.2	-1.2	-1	0.8	-6	0	4	0	2
O=Cc1cn(CCOc2ccccc2)c2ccccc12	-6	-0.9	0.0	-4	-0.5	-8	5	0	0	0
CC(C)C(=O)Nc1nnc(CCc2nnc(NC(=O)C(C)C)s2)s1	1	-1.7	-0.8	-10	1.6	1	6	-3	-5	-2
O=P(CCNCc1ccco1)(c1ccccc1)c1ccccc1	4	-0.6	-0.7	5	1.3	-2	-9	-1	-6	-2
Cc1ccc(-c2n[nH]c(=S)n2/N=C/c2c(C)[nH]n(-c3ccccc3)c2=O)cc1	-9	-0.6	-0.5	1	1.2	-3	-6	6	-5	-4
COc1ccc(N2CCN(C(=O)c3cccc(NC(=O)c4ccco4)c3)CC2)cc1	-5	-0.4	-0.4	0	-0.3	7	17	0	2	0
O=C(CSc1n[nH]c(-c2cccnc2)n1)Nc1ccccc1	-11	-0.6	0.0	-3	-1.0	-3	-2	-2	0	0
CC(=O)Nc1cccc(-c2csc(C(O)c3ccc(F)cc3)n2)c1 (stereo not drawn)	/	-0.1	-1.9	0	0.3	-9	-6	-3	-7	2
O=C(COC(=O)c1cccc(-n2cnnn2)c1)c1ccccc1	-12	-0.4	-0.7	-2	-1.0	-2	20	-1	2	1
CCCC(C)NCC(=O)Nc1ccccc1-c1ccccc1 (stereo not drawn)	-7	-0.1	-0.3	2	0.5	-10	-23	-1	-1	-8
O=C(NCC1COc2ccccc2O1)c1cccc(S(=O)(=O)N2CCCCC2)c1 (stereo not drawn)	-5	-0.1	1.3	7	-0.8	-12	10	3	-1	-2
O=C(Oc1ccc([N+](=O)[O-])cc1)c1cc(-c2ccccc2)nc2ccccc12	5	-1.5	-0.6	-8	1.3	2	-1	-4	-1	3
Clc1ccc(/C(Cc2nc3ccccc3[nH]2)=N\Nc2ccccc2)cc1	15	8.6*	5.0	-2	-0.1	0	-4	-4	-5	5
COCCNC(=O)CN(c1ccccc1OC)S(C)(=O)=O	0	-1.0	-1.3	-8	1.6	-11	-2	-2	0	-1
CCOC(=O)c1c(-c2ccccc2)csc1/N=C/C1C(=O)CCCC1=O	-7	-0.3	1.0	-1	0.3	-226	-14	-7	2	2
Cc1ccc(NC(=O)c2sc(N)nc2-c2ccc([N+](=O)[O-])cc2)cc1C	-1	0.0	0.1	-1	0.6	-3	0	-2	4	2
